# Source: PubChem
# RBX1-CUL1 inh – human ROC1-CUL1 E3 ligase inhibition | P62877+Q13616 | AID 1347404 | inhibition, % at 10 µM | in vitro K48 di-Ub FRET, acceptor:donor ratio, 45 min | 0.6% of 140,000 active; in the data active = inhibition above about 25%
# Target sequence (P62877 whole entry, looked up): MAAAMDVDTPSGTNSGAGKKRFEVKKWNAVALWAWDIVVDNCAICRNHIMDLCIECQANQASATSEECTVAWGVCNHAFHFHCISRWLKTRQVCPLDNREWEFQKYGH
# Target sequence (Q13616 whole entry, looked up): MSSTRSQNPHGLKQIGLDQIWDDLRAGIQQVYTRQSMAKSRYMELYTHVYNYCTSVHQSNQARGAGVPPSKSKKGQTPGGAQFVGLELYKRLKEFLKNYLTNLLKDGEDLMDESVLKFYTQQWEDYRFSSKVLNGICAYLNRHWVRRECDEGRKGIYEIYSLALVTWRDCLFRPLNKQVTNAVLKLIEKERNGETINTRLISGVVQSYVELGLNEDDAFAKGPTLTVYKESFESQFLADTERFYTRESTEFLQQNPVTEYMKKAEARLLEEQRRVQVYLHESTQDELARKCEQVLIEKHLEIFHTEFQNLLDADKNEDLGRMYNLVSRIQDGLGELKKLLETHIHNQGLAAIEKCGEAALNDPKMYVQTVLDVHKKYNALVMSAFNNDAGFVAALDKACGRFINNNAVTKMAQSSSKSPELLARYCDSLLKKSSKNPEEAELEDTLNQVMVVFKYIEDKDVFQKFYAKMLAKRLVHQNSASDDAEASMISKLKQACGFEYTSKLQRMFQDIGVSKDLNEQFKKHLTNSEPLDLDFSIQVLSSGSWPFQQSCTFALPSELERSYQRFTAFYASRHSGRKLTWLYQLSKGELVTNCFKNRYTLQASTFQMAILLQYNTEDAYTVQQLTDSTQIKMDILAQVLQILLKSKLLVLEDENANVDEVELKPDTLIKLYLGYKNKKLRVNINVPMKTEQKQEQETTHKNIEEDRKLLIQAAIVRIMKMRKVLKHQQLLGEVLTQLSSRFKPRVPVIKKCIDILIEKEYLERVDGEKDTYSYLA
# An asterisk follows results filed as active. A portion of the library; rates above refer to the full screens.
compound	RBX1-CUL1 inh
Cc1nc(N)c2c(n1)C1C(C2)C1(C)C (stereo not given)	0.4
Cc1ccc(-c2cnc(NCc3ccc(C(C)C)cc3)n2C)cc1	4.8
CN(C(=O)c1cn(Cc2ccccc2C(F)(F)F)nn1)C1CCOC1 (stereo not given)	-1.0
Cc1cccc(-n2c(C)nnc2SCc2ccccc2F)c1	2.8
Nc1ccccc1Nc1ccc([N+](=O)[O-])cc1[N+](=O)[O-]	-3.3
CCOC(=O)C1C(c2ccc(Cl)cc2)NC(=O)N(C)C1(O)C(F)(F)F (stereo not given)	3.8
Fc1ccc(F)c(CNC2CCCc3c2cnn3-c2ccccc2F)c1 (stereo not given)	-1.4
NC(=O)NC(=O)CSc1nc2sc3c(c2c(=O)n1-c1ccccc1)CCCC3	3.0
COc1cc(/C=N\NC(=O)c2sc(N)nc2C)cc(OC)c1OC	5.0
O=C(COc1ccc(Cl)cc1)NCCc1csc(-c2ccc(C(F)(F)F)cc2)n1	-3.1
Cc1ccc(F)cc1CNC(=O)c1cc(CN2CCOCC2)on1	-1.7
O=C(OCC(Cl)(Cl)Cl)c1cc(=O)c2ccccc2o1	2.1
CCOC(=O)N1CCC(NC(=O)c2ccc3c(c2)N(Cc2ccc(F)cc2)C(=O)c2ccccc2S3(=O)=O)CC1	-4.0
Cc1ccc(-n2nnc(-c3nc(-c4cccs4)no3)c2N)c(C)c1	-4.5
CC(CC#N)=Nc1ccc(C)cc1	-5.6
CCc1nc2nc(C)c(NS(=O)(=O)c3ccc(F)c(C)c3)c(=O)n2[nH]1	5.2
N=c1c2c(n(CCc3ccccc3)c3c1CCC3)CCCC2	-2.2
Fc1ccccc1-c1nc(N2CCCC2)c2ccccc2n1	12.1
COc1cc(OC)c(OC)cc1/C=N/NC(=O)C1CCN(Cc2ccc(F)cc2Cl)CC1	4.4
CCCC(C)NC(=O)c1c(CC)noc1C (stereo not given)	-0.2
Cc1ccc(S(=O)(=O)NCCc2nnc3ccc(SCc4ccccc4F)nn23)cc1	3.2
CCc1ccc2oc(C(=O)Nc3nc(-c4ccc(F)cc4)ns3)c(C)c2c1	-8.8
CCOc1ccc(NC(=O)c2cnn3c2N=C(c2ccccc2)CC3c2cccc(OC)c2OC)cc1 (stereo not given)	7.1
Cc1ccccc1-c1noc(-c2ccc(NCC3COCCO3)nc2)n1 (stereo not given)	4.5
CCCCN(CC)C(=O)C1CCCN(c2ncnc3onc(C)c23)C1 (stereo not given)	-4.2
O=C(Nc1nc(COc2ccccc2)cs1)C1CCC1	-1.4
C=CCN1C(=O)N=C(Cc2ccc(OC)c(OCC)c2)C1=O	-6.2
O=C(Nc1ccc(Cl)cc1)c1nc2nc(-c3cccs3)cc(C(F)(F)F)n2n1	-10.8
O=C(CCn1nnnc1CN1CCOCC1)N1CCN(C2CCCC2)C(=O)C1	-7.6
COc1ccc(Br)cc1CNC(=O)c1cc2n(n1)CCCN(Cc1ccc(C)cc1)C2=O	9.8
COc1cc2c(C(=O)Nc3cc(OC)c(OC)c(OC)c3)cn(C)c(=O)c2cc1OC	-3.9
CC(C)NC1CC(=O)N(CCc2cccc(Cl)c2)C1 (stereo not given)	-0.9
O=C(c1cccc(Cl)c1)N1CCN(CCc2ccncc2)CC1	-0.3
COCC(C)NC(=O)C1CC(c2cccc(Br)c2)=NO1 (stereo not given)	-6.1
COC(=O)[C@@H](NC1CCN(c2ccc(NS(=O)(=O)N(C)C)cc2)CC1)c1ccccc1	1.6
Cc1nc2cccnc2n1C1CCN(C(=O)Nc2ccccc2)CC1	-13.8
O=C(Cn1c(=O)oc2cc(S(=O)(=O)NCc3ccccc3)ccc21)NCc1ccc(F)cc1	2.4
Cc1c(NCc2ccc(F)cc2)cccc1C(=O)O	0.5
O=C1/C(=C/c2ccco2)NC(=NCc2ccccc2)N1c1ccccc1	7.9
CCCCCCCCOc1ccc(/C=C2\C(=O)N(CCCC)C(=O)N(CCc3ccccc3)C2=O)cc1	-5.5
O=C(Nc1ccc(N2CCOCC2)cc1)c1cccc(S(=O)(=O)N2CCCC2)c1	-0.5
Cc1ccc(-c2c(-c3ccc(Br)cc3)csc2N2CCOCC2)cc1	-5.8
O=C1N(Cc2cccc(Cl)c2)C[C@@H]2C[C@@H](c3ccc(F)c(F)c3)N3CCC[C@@]123	4.8
O=C1N(C2Cc3ccccc3C2)C[C@@H]2C[C@@H](c3ccc4c(c3)OCCO4)N3CCC[C@@]123	2.6
Cc1oc(-c2ccc(NC(=O)Cc3ccccc3)cc2)nc1CNC(=O)c1cc2ccccc2n1C	5.0
CNNC(=O)C(C)NC(=O)c1ccc(Br)cc1 (stereo not given)	5.2
NC1=NC(=O)C(C2(O)C(=O)N(Cc3ccc(F)cc3)c3ccccc32)S1 (stereo not given)	6.3
Cc1cccc(NC(=O)CN(C)S(=O)(=O)c2cnc[nH]2)c1C	-1.1
CCOc1ccccc1NC(=O)Cn1c(=O)n(CCCCC(=O)NCCCOC)c(=O)c2ccccc21	2.6
CCCCn1c(CNC(=O)C23CC4CC(CC(C4)C2)C3)nnc1SCC(=O)Nc1ccc(F)cc1	5.2
Cc1cc(/C=C2/C(=N)N3N=C(COc4ccccc4)SC3=NC2=O)c(C)n1-c1ccc(F)cc1	-1.0
CCOc1c(C)cc(S(=O)(=O)NCc2ccccc2)c(C)c1C	10.3
COc1ccc(C(=O)Nc2cc(Cl)ccc2N2CCN(C(=O)C(C)C)CC2)cc1	-1.2
O=C(Nc1ccccc1-c1ccccc1)c1ccc2c(c1)C(=O)N(N1C(=O)c3ccccc3C1=O)C2=O	3.3
CCOC(=O)Cn1c(=O)oc2cc(S(=O)(=O)N3CCN(c4ccc(C(C)=O)cc4)CC3)ccc21	0.1
C=CCOc1ccc(CN2CCOCC2)cc1	1.6
CCN(CC)C(=O)C1CCCN(C(=O)CC2(c3cccc(F)c3)CC(=O)N(C3CCCC3)C2=O)C1 (stereo not given)	3.0
Cc1cc(C)cc(N2CC(C)Cn3c2nc2c3c(=O)[nH]c(=O)n2C)c1 (stereo not given)	11.6
Cc1cccc2c(C(=O)O)cc(-c3ccc(OCC(C)C)cc3)nc12	-2.4
CN(C)S(=O)(=O)c1ccc2c(c1)CCN2C(=O)c1cncc(Br)c1	3.4

# (cont.)
compound	RBX1-CUL1 inh
Cc1c(Cl)cccc1NC(=O)CC(c1cccs1)N1Cc2ccccc2C1=O (stereo not given)	-7.7
CCC(=O)N1CCc2c([nH]c3ccccc23)C12C(=O)N(C)c1ccccc12 (stereo not given)	-3.4
Cc1ccc(O)c(NC(=S)NC(=O)C2CCCCC2)c1	8.5
O=C(NC1CCCN(CCc2ccccc2)C1)c1ccco1 (stereo not given)	0.9
Cc1ccc2nc(NC(=O)c3ccc(S(=O)(=O)N4CCC(C)CC4)cc3)sc2c1	0.7
CCOC(=O)C(C)Sc1nc(-c2ccccc2)cc(-c2ccc(F)cc2)c1C#N (stereo not given)	-2.9
O=c1[nH]n2cccnc2c1-c1ccccc1	6.9
CCOC(=O)C1=C(C)N=C2CC(c3cccc(OC)c3)C(C(=O)OCC)C(=O)C2C1c1ccc(CC)cc1 (stereo not given)	4.4
COC(=O)CC1=NC(=NC(N)=Nc2ccc(C(C)C)cc2)NC(=O)C1	3.9
CCOC(=O)c1c(N=CN(C)C)c(C#N)c2n1CCCC2	-3.6
CCOC(=O)c1cccc(NC(=O)CCS(=O)(=O)c2ccc(Br)s2)c1	-9.0
Cc1cccc(NC(=O)c2oc3ccccc3c2NC(=O)Cc2coc3c(C)c(C)ccc23)c1	-3.0
CCN1CCN(C2(C(=O)NC(C)Cc3cccnc3)Cc3ccccc3C2)CC1 (stereo not given)	-6.8
CCOC(=O)c1noc2ncnc(N3CCN(c4cccc(C(F)(F)F)c4)CC3)c12	-1.3
CCCOc1cccc(NC(=O)C2CC2)c1	-4.2
CC(C)(C)c1cc(CCC(=O)n2[nH]c(=O)ccc2=O)cc(C(C)(C)C)c1O	3.5
COc1cc(C2c3c(ccc4ncccc34)N=C3CC(C)(C)CC(=O)C32)ccc1OCc1ccccc1 (stereo not given)	-8.9
C=CCNCCOc1ccc(C(C)C)cc1	-0.6
CCCCC1CN(CCNC(=O)Cc2sc(C)nc2C)Cc2ccccc2O1 (stereo not given)	-2.7
Cc1ccc(NC(=O)c2cnn3c(C(F)(F)F)cc(-c4ccc(F)cc4)nc23)cc1C	4.9
COCCn1c(=O)[nH]c(=O)c2c(-c3ccc(C)cc3)ccnc21	0.6
CC(=O)N1CCCN(C(=O)c2cn(Cc3ccc(F)cc3Cl)nn2)CC1	-0.3
COc1ccc(NC(=O)C2CCCN(S(=O)(=O)c3ccc(Br)s3)C2)cc1 (stereo not given)	-4.3
CCOC(=O)C1C(C)=NC(=S)NC1c1cc(OCC)c(OCC(=O)O)cc1Cl (stereo not given)	-5.9
O=C(Nc1nnc(-c2ccco2)s1)C12CC3CC(CC(C3)C1)C2	0.4
Cc1nc(CN(C)C(=O)c2cn(Cc3ccccc3F)nn2)cs1	-2.4
CSc1ccc2c(c1)C(N1CCN(C(c3ccccc3)c3ccccc3)CC1)Cc1ccccc1S2 (stereo not given)	-1.2
Cc1ccc(-n2nc(C(=O)N3CCN(c4cc(C)ccc4C)CC3)c3c4ccccc4n(C)c3c2=O)cc1	2.6
O=C(Nc1ccccc1-c1nc2ccccc2s1)c1ccc(F)cc1	-4.4
CCCn1c(CC)nc([N+](=O)[O-])c1Cl	6.8
COc1ccc(C)cc1N1CC(C(=O)N2CCC(C)CC2)CC1=O (stereo not given)	7.2
COc1ccc(N(CC(=O)Nc2ccccc2F)S(C)(=O)=O)cc1OC	6.2
O=C(CC1(O)C(=O)Nc2ccccc21)c1ccc2ccccc2c1 (stereo not given)	5.6
CCOC(=O)c1ccc(N2CN=c3s/c(=C4\C(=O)N(C)c5ccccc54)c(=O)n3C2)cc1	3.5
Cn1ccnc1SCCNc1nc2nonc2nc1N1CCSCC1	10.0
CN1CCCCC1CCNC(=O)c1ccc(NC2CCC(O)CC2)nc1 (stereo not given)	-4.7
O=C(CC1=CCCCC1)N1CCC(C2(c3cccnc3)NC(=O)N(CCc3cccs3)C2=O)CC1 (stereo not given)	5.9
O=C(Nc1c(-c2ccccc2)cc2ccccn12)c1cccc(Cl)c1	-1.7
CCc1nc(SCC(=O)O)c2c3c(sc2n1)CCCC3	9.7
CSc1ccc(C2CC(=O)Oc3c2c(=O)n(C)c2ccccc32)cc1 (stereo not given)	1.1

# Ordered by value in RBX1-CUL1 inh (high to low): some entries from above.
compound	RBX1-CUL1 inh
COc1ccc(C)cc1N1CC(C(=O)N2CCC(C)CC2)CC1=O (stereo not given)	7.2
O=C(CC1=CCCCC1)N1CCC(C2(c3cccnc3)NC(=O)N(CCc3cccs3)C2=O)CC1 (stereo not given)	5.9
CCOC(=O)c1ccc(N2CN=c3s/c(=C4\C(=O)N(C)c5ccccc54)c(=O)n3C2)cc1	3.5
O=C(Nc1c(-c2ccccc2)cc2ccccn12)c1cccc(Cl)c1	-1.7
COc1ccc(NC(=O)C2CCCN(S(=O)(=O)c3ccc(Br)s3)C2)cc1 (stereo not given)	-4.3
O=C(Nc1ccccc1-c1nc2ccccc2s1)c1ccc(F)cc1	-4.4

# (list continues)
compound	RBX1-CUL1 inh
CCCN1CCN(c2nnc(-n3cccc3C(=O)Nc3cc(Cl)ccc3C)s2)CC1	-1.6
CCc1nc(CN(CCc2ccccc2)CC2CCCN(C)C2)c(C)[nH]1 (stereo not given)	2.7
Cc1nn(-c2ccccc2)c2sc(-c3nnc(SCC(=O)NNC(=O)COc4ccccc4)n3C)cc12	16.3
COc1ccc2c(c1)n(C(=O)N1CCN(C)CC1)c(=N)n2C1=NCCN1	-4.3
CCCCN(C)c1nnc(NC(=O)Nc2cccc(C(C)=O)c2)s1	2.9
CCOc1ccc2nc(N3CCCN(Cc4c(C)nn(CC)c4C)CC3)nc(C)c2c1	-13.3
COC(=O)Nc1nc(SCc2ccccc2)ns1	-2.1
COc1ccc(C(=O)NCCn2cc(SCC(=O)Nc3ccc4c(c3)OCCO4)c3ccccc32)cc1OC	-7.5
O=C(CC(c1ccccc1)C1C(=O)N(c2ccccc2)C(=S)N(c2ccccc2)C1=O)c1ccccc1 (stereo not given)	4.4
CCOC(=O)c1c(Nc2ccc(OC)cc2)nnc(-c2ccccc2)c1-c1ccccc1	9.0
C=CCc1cccc(C=Nc2ccc(S(=O)(=O)Nc3cc(C)on3)cc2)c1O	-13.1
O=C(CSc1ncnc2sc3c(c12)CCCC3)c1ccc(OC(F)F)cc1	-3.6
Cc1ccc2c(c1)N(C(=O)CCC(=O)NCc1cccs1)CCO2	4.2
O=[N+]([O-])c1ccc(-n2nnc3ccccc32)c([N+](=O)[O-])c1	-4.4
CCOc1ccc(C(=O)NCCS(=O)(=O)N2CCN(c3cccc(Cl)c3)CC2)cc1	1.8
CCOc1cc(CNC(=O)c2ccc(Cn3c(=O)c4cccn4c4cccnc43)cc2)ccc1OC	-17.5
Cc1ncc2c(c1-c1noc(-c3ccc(Cn4cnnn4)cc3)n1)CCNC2	0.5
Cc1ccc(-c2sccc2CC(=O)Nc2ccc(Br)cc2)cc1	-8.0
COc1ccc(C)cc1NS(=O)(=O)c1cnc(N)nc1	-4.6
CN(C(=O)c1coc(CN2CCN(Cc3ccccc3)CC2)n1)C1CCOC1 (stereo not given)	2.8
CCOC(=O)C1CCN(C(=O)C2CCN(C3NS(=O)(=O)C(c4ccc(C)cc4)C3CC)CC2)CC1 (stereo not given)	-12.8
O=C(NC1CCCN(CCc2ccccc2)C1)C1CCOCC1 (stereo not given)	0.6
CCOC(=O)c1c(-c2ccccc2)csc1NC(=O)C1CC1	2.2
COC(=O)CCCC(=O)Nc1ccccc1C(=O)OC	-1.7
Cc1oc(-c2cccc(NC(=O)C3CCCN(C)C3)c2)nc1CNC(=O)c1cccs1 (stereo not given)	4.3
CCOC(=O)c1nn(-c2ccc(S(N)(=O)=O)cc2)c(=NC#N)s1	4.6
CC(=O)N1c2ccc(S(=O)(=O)NCC3CCC(C(=O)Nc4cccc(C)c4)CC3)cc2CC1C (stereo not given)	-0.9
